TROY signal inh – inhibitors of TROY-dependent NF-kB signaling; AID 1347056; inhibition, % at 10 µM; Q293 LMP1-TROYcd NF-kB luciferase reporter, 4 h; actives 0.98% (n = 360,000);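 active = compounds whose plate-normalised and pattern-corrected inhibition of the luciferase reporter signal at the single screening dose is 50% or more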
NOD2 RIPK2 PPI – blocks binding of human NOD2 to RIPK2; O43353; CHO BLA complementation NOD2-RIPK2, CCF4 ratio; inhibition, % at 4.98 µM; actives 0.38% (n = 360,000); AID 624267; in the data active = inhibition above about 21%;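 note: 0% = vehicle only and 100% = reference blocker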
NCOA3 inh – human NCOA3 inhibition | Q9Y6Q9 | HEK293 GAL4-SRC3 luciferase reporter, luminescence | inhibition, % at 3.6 µM | actives 0.17% (n = 360,000) | AID 588352;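 active = inhibition above a per-campaign cutoff, the mean of all compounds plus 3 SD, cut at about 60% in these data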;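 note: 0% = DMSO-treated cells and 100% = gossypol-treated cells at 36 µM; higher means less SRC3-driven luciferase light from the GAL4 reporter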
Target sequence (Q9Y6Q9 whole entry, looked up, the tested form may be a part): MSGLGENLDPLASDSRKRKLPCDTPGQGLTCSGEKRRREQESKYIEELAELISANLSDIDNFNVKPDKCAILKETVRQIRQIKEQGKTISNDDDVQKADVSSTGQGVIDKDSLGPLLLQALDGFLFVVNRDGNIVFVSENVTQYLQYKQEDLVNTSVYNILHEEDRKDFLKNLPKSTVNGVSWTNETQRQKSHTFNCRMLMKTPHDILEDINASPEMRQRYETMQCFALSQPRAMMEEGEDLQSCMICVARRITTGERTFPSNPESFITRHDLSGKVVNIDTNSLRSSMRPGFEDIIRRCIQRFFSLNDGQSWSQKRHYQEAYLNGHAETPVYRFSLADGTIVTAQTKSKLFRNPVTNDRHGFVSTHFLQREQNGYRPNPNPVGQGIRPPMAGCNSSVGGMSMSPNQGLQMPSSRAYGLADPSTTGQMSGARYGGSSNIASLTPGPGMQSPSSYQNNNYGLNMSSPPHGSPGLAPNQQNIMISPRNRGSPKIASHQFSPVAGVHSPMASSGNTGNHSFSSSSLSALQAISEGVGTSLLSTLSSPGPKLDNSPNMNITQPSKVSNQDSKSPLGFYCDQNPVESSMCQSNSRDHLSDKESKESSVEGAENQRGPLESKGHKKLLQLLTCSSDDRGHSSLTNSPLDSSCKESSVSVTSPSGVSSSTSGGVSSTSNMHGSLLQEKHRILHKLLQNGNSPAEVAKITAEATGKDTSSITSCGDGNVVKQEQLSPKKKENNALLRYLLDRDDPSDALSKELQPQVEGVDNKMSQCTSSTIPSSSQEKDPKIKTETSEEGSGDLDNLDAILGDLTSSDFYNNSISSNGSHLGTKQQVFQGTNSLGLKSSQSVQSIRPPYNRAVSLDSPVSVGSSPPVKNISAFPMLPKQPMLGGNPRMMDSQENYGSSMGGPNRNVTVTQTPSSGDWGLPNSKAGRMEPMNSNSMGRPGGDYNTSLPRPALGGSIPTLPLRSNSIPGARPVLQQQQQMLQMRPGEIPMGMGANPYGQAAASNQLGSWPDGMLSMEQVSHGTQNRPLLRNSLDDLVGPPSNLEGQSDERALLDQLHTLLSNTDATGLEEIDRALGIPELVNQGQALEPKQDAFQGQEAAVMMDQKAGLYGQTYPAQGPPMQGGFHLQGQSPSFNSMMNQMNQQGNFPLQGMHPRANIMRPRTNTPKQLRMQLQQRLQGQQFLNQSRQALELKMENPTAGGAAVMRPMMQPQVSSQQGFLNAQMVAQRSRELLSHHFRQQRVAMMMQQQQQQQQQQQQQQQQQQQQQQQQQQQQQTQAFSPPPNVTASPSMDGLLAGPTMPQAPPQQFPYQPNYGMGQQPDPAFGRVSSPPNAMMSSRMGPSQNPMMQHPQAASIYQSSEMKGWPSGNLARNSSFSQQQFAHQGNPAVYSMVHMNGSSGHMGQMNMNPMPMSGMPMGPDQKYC
SRC2 inh – inhibits human steroid receptor coactivator 2; inhibition, % at 9 µM; HEK293 GAL4-SRC2 luciferase reporter, luminescence; Q15596; actives 0.17% (n = 370,000);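 active = inhibition above the mean inhibition of all tested compounds plus 3 SD, set per campaign, cut at about 52% in these data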;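 note: 0% = DMSO treated cells and 100% = cells given Gossypol at 36 µM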
TWEAK-Fn14 inh – blocks TWEAK-Fn14 interaction in a reporter cell assay; TWEAK-stimulated Fn14 reporter cells, luciferase luminescence, 8 h; inhibition, % at 10 µM; actives 2% (n = 360,000); in the data active = inhibition above about 50%
COUP-TFII inh – inhibitors of human COUP-TFII (NR2F2) | HEK293T NGFI-A luciferase reporter, luminescence | P24468 | inhibition, % at 8.6 µM | AID 686940 | actives 0.7% (n = 370,000);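 active = inhibition above a per-plate cutoff, mean inhibition of test wells between control levels plus 3 SD, cut at about 38% in these data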;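 note: cells cotransfected with COUP-TFII expression vector driving the NGFI-A reporter; 0% = median of COUP-TF2 test wells and 100% = reporter-only cells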
TLR9-MyD88 inh – TLR9-MyD88 interaction inhibition | Q9NR96+Q99836 | actives 0.21% (n = 340,000) | inhibition, % at 4.98 µM | AID 504734 | CHO BLA complementation TLR9-MyD88, CCF4 FRET ratio;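 active = inhibition above the mean over all tested compounds plus 3 SD, cut at about 21% in these data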;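 note: 0% = DMSO only wells and 100% = clavulanate BLA inhibitor control wells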
C8 TRAIL sens – sensitizes caspase-8 expressing cells to TRAIL; inhibition (viability loss, TRAIL sensitization), % at 10 µM; AID 624354; NB7+C8 cells + TRAIL, ATPlite viability luminescence; actives 1% (n = 360,000);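 active = compounds causing at least 50% loss of cell viability in the single-dose screen, relative to plate controls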
EBV LMP1 NFkB – reduces LMP1-driven NF-kappaB luciferase signal; inhibition, % at 12.5 µM; actives 0.69% (n = 350,000); LMP1-induced NF-kappaB luciferase reporter cells, luminescence; AID 504558; in the data active = inhibition above about 41%;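 note: 0% = neutral control wells and 100% = reference inhibitor control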
LRH-1 inv ag – inverse agonists of human LRH-1 (NR5A2). O00482. HEK293T StAR-luciferase reporter, LRH-1 transfected, 24 h. inhibition, % at 3.6 µM. actives 0.13% (n = 360,000). AID 602396;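 active = inhibition above the mean inhibition of all tested compounds plus 3 SD, cut at about 73% in these data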;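 note: 0% = DMSO wells and 100% = reporter-only cells lacking LRH-1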
SRC1 inh – inhibits human SRC1 coactivator; AID 588354; actives 0.12% (n = 360,000); inhibition, % at 3.6 µM; HEK293 GAL4-SRC1 luciferase reporter, luminescence;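 active = inhibition above the campaign mean plus 3 SD, with each screening campaign given its own cutoff, cut at about 60% in these data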;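 note: 0% = DMSO treated cells and 100% = gossypol at 36 µM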
An asterisk follows results filed as active; . = no result given.

SMILES | TROY signal inh | NOD2 RIPK2 PPI | NCOA3 inh | SRC2 inh | TWEAK-Fn14 inh | COUP-TFII inh | TLR9-MyD88 inh | C8 TRAIL sens | EBV LMP1 NFkB | LRH-1 inv ag | SRC1 inh
COc1ccc(NC(=O)C2CCN(S(C)(=O)=O)CC2)cc1 | -4 | -19 | 15 | -6 | -9 | 13 | -10 | -10 | -1 | -8 | -5
CC(C)Oc1cccc(C(=O)Nc2ccc(N3CCN(C)CC3)cc2)c1 | -29 | -5 | -21 | -36 | -11 | -15 | 5 | -8 | 2 | -35 | -40
COC1=CC(=O)C=C(OC)C1=O | -14 | 22* | -4 | -14 | 28 | 4 | 15 | -19 | 83* | 22 | -37
CN(C)/C=C/C(=O)/C=C/c1ccc(Cl)cc1 | -67 | -3 | -45 | 9 | -20 | 17 | 4 | 10 | -15 | 3 | -46
C[C@H](O)[C@@H]1C(=O)N2CCc3ccc(-c4cccc(F)c4)cc3[C@@H]2C[C@@H]1N(C)C(=O)Nc1ccccc1 | -22 | 0 | -22 | -10 | -8 | -8 | 0 | 21 | -1 | -16 | -1
Cc1ccc(S(=O)(=O)NC(=O)Nc2ccc(Cl)cn2)cc1 | -11 | -4 | -2 | 20 | -1 | -9 | 5 | 5 | 3 | -4 | -3
COc1ccc(OC)c(NC(=O)CN2C(=O)c3ccccc3S2(=O)=O)c1 | 5 | -10 | 0 | 22 | -4 | 1 | 9 | 4 | -5 | -2 | -10
COc1cccc(N2CC(NC(=O)c3cccc4ccccc34)CC2=O)c1 (stereo unspecified) | 2 | -3 | 3 | 1 | -3 | 14 | 6 | -16 | 1 | -20 | -5
COC(=O)C(C)Sc1nc(N)c(NC(=O)c2ccco2)c(=O)[nH]1 (stereo unspecified) | 8 | 12 | -2 | -6 | -5 | 10 | -4 | -19 | -2 | -2 | 6
CCOc1cccc(C(=O)NC(=S)Nc2ccc(N3CCCC3)cc2)c1 | -2 | -10 | 1 | -2 | -23 | 14 | -4 | 5 | 11 | 7 | 11
CCOC(=O)c1ccc(N2C=C(C(=O)OC)C(c3ccc(OC)c(O)c3)C(C(=O)OC)=C2)cc1 | 17 | 3 | 8 | 15 | -10 | -21 | 0 | -4 | -5 | -7 | 2
CCN(CC)CCNC(=O)c1cn(CC)c2ccc(S(=O)(=O)N3CCc4ccccc4C3)cc2c1=O | 6 | -6 | 7 | 3 | -4 | -10 | -5 | 4 | 2 | -18 | -42
Cc1ccc(NC(=O)CSc2nc3[nH]ncc3c(=O)[nH]2)cc1Cl | 0 | -1 | 3 | 0 | 10 | -6 | 0 | 7 | -4 | 3 | 3
CC(C)(C)c1cc(NC(=O)c2cccnc2)no1 | -46 | -10 | -41 | -34 | 5 | -44 | 0 | 6 | 12 | -97 | -54
CONC(=O)Nc1ccccc1[N+](=O)[O-] | -17 | -4 | 8 | -2 | -4 | -12 | -6 | -5 | -4 | -8 | -24
COCCNc1nc2cc(-c3ccc(F)cc3)sc2c(=O)n1C | -33 | 0 | -32 | -40 | -50 | 3 | . | -9 | . | 3 | -13
O=C(NCc1cccs1)c1ccc(S(=O)(=O)N2CCCCC2)cc1 | 10 | 4 | 16 | -15 | -6 | 2 | 8 | 0 | 0 | 0 | 6
O=C(OC1CSc2nc3ccccc3n2C1)c1ccco1 (stereo unspecified) | 5 | -2 | -1 | -33 | -16 | -4 | 1 | 8 | 8 | 16 | 11
Cc1cc(C)nc(NC(=O)/C=C/c2ccc(Cl)cc2Cl)c1 | -39 | -3 | -39 | -52 | -1 | -19 | 6 | 24 | -21 | -81 | -95
COc1ccc(NC(=O)c2ccccc2N(Cc2ccccc2)S(C)(=O)=O)cc1 | 10 | -3 | 2 | 16 | 12 | 2 | -7 | -9 | -3 | -7 | -59
CCOc1ccc2nc(NC(=O)C(CCSC)NS(=O)(=O)c3cccs3)sc2c1 (stereo unspecified) | 5 | 0 | 19 | . | -10 | . | -3 | -27 | -24 | 16 | 9
Fc1ccc(CNCc2ccc(Br)cc2)cc1 | -16 | -3 | 9 | 9 | -1 | -1 | -2 | -7 | -2 | -7 | 9
COc1cc2cc(C(c3nnnn3C3CCCCC3)N(C)C3CCCCC3)c(=O)[nH]c2cc1OC (stereo unspecified) | -9 | -22 | -9 | . | -13 | . | 7 | -3 | 9 | -15 | -39
CN(C)CCN1C(=O)C2C3C=CC(C3)C2C1=O (stereo unspecified) | -4 | -5 | 7 | 4 | -7 | 11 | -7 | -3 | 5 | 5 | 2
CC(=O)Nc1ccc(S(=O)(=O)N2CCN(c3cc(C)ccc3C)CC2)cc1 | 15 | -6 | 12 | 16 | 4 | 9 | -5 | -10 | -2 | 5 | 13
The results go on.
SMILES | TROY signal inh | NOD2 RIPK2 PPI | NCOA3 inh | SRC2 inh | TWEAK-Fn14 inh | COUP-TFII inh | TLR9-MyD88 inh | C8 TRAIL sens | EBV LMP1 NFkB | LRH-1 inv ag | SRC1 inh
CC1CCCCN1C(=O)CCS(=O)(=O)c1cc2c(cc1Cl)NC(=O)CO2 (stereo unspecified) | -9 | -12 | 4 | -38 | -3 | -1 | 6 | 6 | 0 | 5 | 11
Nc1ncc(Br)cc1S(=O)(=O)NCCC(=O)N1CCN(c2ccccn2)CC1 | 4 | 0 | 19 | 4 | 9 | 3 | -1 | -5 | -5 | -7 | 9
Cc1nn2c(-c3ccccc3)ccnc2c1Br | -19 | -4 | 13 | -15 | 0 | -3 | -10 | -9 | 0 | -9 | 2
COC(=O)[C@@]12C[C@@H](CC(=O)N3CCOCC3)C(=O)N(Cc3ccc4c(c3)OCO4)C1=CCC(C)(C)C2 | . | -7 | . | -1 | . | 1 | . | -24 | . | 13 | .
CCOc1ccc(CCN2C(=O)C(=O)N([C@@H](CC(C)C)CN3CCC[C@H]3CN3C(=O)C(=O)NC[C@@H]3CC(C)C)C[C@@H]2Cc2ccc(O)cc2)cc1 | -14 | -10 | . | -14 | 4 | 11 | . | 3 | . | -5 | .
O=C(Nc1ccc(S(=O)(=O)N2CCOCC2)cc1)c1ccc(Br)o1 | -28 | 2 | 8 | -36 | 3 | 10 | -4 | 1 | -8 | -5 | -5
COc1ccc(CC(=O)NCC(=O)N/N=C/c2c[nH]c3ccccc23)cc1 | 4 | -1 | -13 | 2 | 11 | 1 | 2 | -4 | 5 | 27 | -1
CC1CCN(C(=O)c2[nH]cnc2C(=O)Nc2ccccc2F)CC1 | 3 | -8 | -5 | 22 | -8 | 3 | 3 | -1 | -4 | -13 | -1
Cc1ccc(C2=NN(S(=O)(=O)c3ccccc3)C(c3ccco3)C2)cc1 (stereo unspecified) | -9 | -5 | 8 | 15 | 38 | 13 | 4 | 15 | -5 | -14 | -3
CN(C)CC(CCC(CN(C)C)C(=O)c1ccccc1)C(=O)c1ccccc1 (stereo unspecified) | 56* | 60* | 16 | . | 98* | . | 14 | 16 | 84* | 3 | -31
COc1ccc(S(=O)(=O)N2CCOCC2)cc1C(=O)Nc1ccon1 | -7 | -8 | 9 | -2 | -8 | 11 | -1 | -31 | -9 | -5 | -2
Cc1cccc(N(CC(=O)NC2CCCC2)C(=O)CS(=O)CC(=O)Nc2ccc3c(c2)OCO3)c1 (stereo unspecified) | 0 | -11 | -7 | 5 | 14 | 18 | -3 | -2 | 1 | -7 | -7
NCCCn1c(C(=O)c2cc(Cl)c(N)c(Cl)c2)c2ccc(C(F)(F)F)cc2[n+]1[O-] | 3 | 15 | -10 | -9 | -9 | -4 | 0 | 1 | -6 | -2 | 4
Cc1cc(C)c(C#N)c(Nc2cccc(C)c2C)n1 | 9 | 15 | -6 | 4 | -6 | 2 | 3 | -11 | -16 | 4 | -4
Cc1ccccc1CN1C[C@@H]2C[C@@H](c3cn[nH]c3-c3ccc(F)cc3)N3CCC[C@@]23C1=O | -12 | 0 | 8 | -28 | -21 | 15 | 2 | -10 | -3 | 3 | -14
Cc1cccc(CC(=O)NCC2CCCCC2)c1 | -42 | 0 | -82 | . | -10 | . | 3 | -4 | -14 | -29 | -13
O=C1OCC/C1=C\NCCCCCCCCN/C=C1\CCOC1=O | -5 | -14 | -19 | 20 | -3 | -5 | 5 | -6 | -5 | -2 | -4
O=S(=O)(c1ccc(-c2cnc(C3CC3)o2)cc1)N1CCN(c2ccccc2)CC1 | 3 | -6 | -4 | -5 | -4 | -1 | -4 | 5 | -21 | 2 | -11
CCCCn1c(SCC(=O)NCc2ccco2)nnc1-c1ccoc1C | 15 | 9 | 2 | -1 | -19 | 4 | 10 | 8 | -4 | -27 | 8
CCCCCCP(=O)(O)c1ccccc1 | 7 | -11 | 19 | 14 | 1 | 8 | -1 | -13 | 3 | -7 | -2
C/C(=N\NC(=O)c1ccccc1)c1ccc(N2CCOCC2)cc1 | -58 | -1 | -76 | -64 | -7 | -39 | 3 | -3 | -1 | -151 | -89
Cc1cc(C)c2nc(SCC(=O)NCCN3C(=O)CSC3=O)cc(C)c2c1 | 3 | -6 | 12 | -3 | -36 | 10 | 7 | -1 | 2 | 10 | -22
O=C(Nc1ccc(O)c2c(=O)cc(-c3cccc(Cl)c3)oc12)c1cccc(Cl)c1 | 5 | -4 | -14 | -32 | -64 | 4 | 1 | 25 | -26 | 3 | 12
CN(C)S(=O)(=O)c1ccc(Cl)c(C(=O)Nc2ccc(S(=O)(=O)N3CCOCC3)cc2)c1 | 2 | 0 | 8 | 31 | 6 | 3 | 1 | -5 | -6 | 6 | 15
CC(C)Cn1c(N)c(C(=O)COC(=O)c2ccccc2C(=O)c2ccccc2)c(=O)n(C)c1=O | 1 | -10 | 19 | 7 | 13 | -5 | 0 | 15 | 1 | -3 | 10

Reformatted: 2 of the compounds above.
mol	TROY signal inh	NOD2 RIPK2 PPI	NCOA3 inh	SRC2 inh	TWEAK-Fn14 inh	COUP-TFII inh	TLR9-MyD88 inh	C8 TRAIL sens	EBV LMP1 NFkB	LRH-1 inv ag	SRC1 inh
CCCCn1c(SCC(=O)NCc2ccco2)nnc1-c1ccoc1C	15	9	2	-1	-19	4	10	8	-4	-27	8
CCCCCCP(=O)(O)c1ccccc1	7	-11	19	14	1	8	-1	-13	3	-7	-2

New compounds follow:
SMILES | TROY signal inh | NOD2 RIPK2 PPI | NCOA3 inh | SRC2 inh | TWEAK-Fn14 inh | COUP-TFII inh | TLR9-MyD88 inh | C8 TRAIL sens | EBV LMP1 NFkB | LRH-1 inv ag | SRC1 inh
CN(C)CCC(=O)c1ccc2c(c1)OCO2 | 12 | 1 | -3 | 9 | 10 | -2 | 7 | -19 | 8 | -7 | -26
CCOC(=O)C(CC)c1cc2n(c(=O)c1C#N)CCC21OCCO1 (stereo unspecified) | 4 | 1 | 11 | -21 | 8 | 0 | . | 12 | . | 6 | 4
Cc1ccc(C)c(S(=O)(=O)NCCOC(=O)Nc2sc(=S)n(C)c2C)c1 | 16 | 3 | 3 | 11 | -14 | -8 | 1 | -12 | -15 | -3 | -4
COc1ccc(S(=O)(=O)N2CCc3ccccc32)cc1C(=O)NCC(c1ccco1)N1CCCC1 (stereo unspecified) | -3 | -3 | 7 | 1 | -4 | -5 | -1 | -12 | -3 | 14 | -7
CCCC(=O)Nc1ccc2nc(SCC(=O)N3CCCC3)sc2c1 | -7 | -6 | -6 | -26 | 9 | -12 | -7 | -10 | -1 | -1 | -6
O=C(COC(=O)c1ncc(Cl)c(Cl)c1Cl)NNC(=O)c1ccccc1 | 6 | -3 | 5 | -1 | -5 | 2 | 0 | -4 | -1 | 23 | -7

Screening results from PubChem.

Not all compounds are listed. The share of hits here may be higher or lower than overall.
